# Screening results as filed in PubChem.
# PrPC TRFRET = cell surface PrPC inhibition, primary TR-FRET screen. inhibition, % at 13.8 µM. actives 0.43% (n = 370,000). P04156. TR-FRET read-out. AID 720596; in the data active = inhibition above about 24%; also: 0% = median of the test wells and 100% = reference compound wells
# CCHFV vOTU inh = blocks the CCHF virus ovarian tumor domain protease; CCHFV vOTU protease, Pep-AMC fluorescence; inhibition, % at 11.5 µM; actives 0.55% (n = 370,000); AID 651958; in the data active = inhibition above about 30%; also: 0% = vehicle wells with enzyme and 100% = no enzyme wells
# MazEF act = increases E. coli MazEF RNase cleavage of RNA. P0AE70. FAM/BHQ RNA-DNA oligo cleavage fluorescence, 5 h. activation, % at 20 µM. actives 0.32% (n = 350,000). AID 504720; in the data active = activation above about 50%
# Target sequence (P0AE70 whole entry, looked up): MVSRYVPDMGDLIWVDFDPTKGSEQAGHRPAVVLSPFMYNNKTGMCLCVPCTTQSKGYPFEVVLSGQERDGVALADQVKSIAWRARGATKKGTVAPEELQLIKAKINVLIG
# 3CLpro inhibitor = SARS-CoV 3CLpro protease inhibition | recombinant SARS-CoV 3CLpro, quenched FRET peptide cleavage | actives 0.14% (n = 290,000) | inhibition, % at 6 µM; in the data active = inhibition above about 12%
# BoNT A protease = inhibitors of Botulinum neurotoxin A light chain protease; AID 588499; multiplex microsphere protease substrate cleavage, flow cytometry; inhibition, % at 10 µM; actives 0.17% (n = 360,000); also: plate controls were buffer without enzyme for full effect and enzyme alone for no effect
# Anthrax LF prot = anthrax lethal factor protease inhibition | multiplex microsphere protease cleavage assay, LF | inhibition, % at 10 µM | actives 0.12% (n = 360,000) | AID 588501; also: plate controls were buffer without enzyme for full effect and enzyme alone for no effect
# PriA SSB inh = inhibitors of Klebsiella pneumoniae PriA binding to SSB C-terminal tail | AlphaScreen SSBct-PriA binding, biotinylated peptide | inhibition, % at 33 µM | actives 0.6% (n = 430,000); in the data active = inhibition mostly above about 37%, no sharp cut-off; inactive = mostly below about 20%;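 also: plate controls were negative control peptide for no effect and reference peptide for full effect; strong numbers were not always called active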
# Rv3671c protease = inhibitors of M. tuberculosis serine protease Rv3671c; P9WHR9; inhibition, % at 5.96 µM; actives 0.048% (n = 320,000); AID 2606; in the data active = inhibition above about 38%;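 also: extracellular domain of Rv3671c used as enzyme; 0% = enzyme with DMSO and 100% = no enzyme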
# Target sequence (P9WHR9 whole entry, looked up, the tested form may be a part): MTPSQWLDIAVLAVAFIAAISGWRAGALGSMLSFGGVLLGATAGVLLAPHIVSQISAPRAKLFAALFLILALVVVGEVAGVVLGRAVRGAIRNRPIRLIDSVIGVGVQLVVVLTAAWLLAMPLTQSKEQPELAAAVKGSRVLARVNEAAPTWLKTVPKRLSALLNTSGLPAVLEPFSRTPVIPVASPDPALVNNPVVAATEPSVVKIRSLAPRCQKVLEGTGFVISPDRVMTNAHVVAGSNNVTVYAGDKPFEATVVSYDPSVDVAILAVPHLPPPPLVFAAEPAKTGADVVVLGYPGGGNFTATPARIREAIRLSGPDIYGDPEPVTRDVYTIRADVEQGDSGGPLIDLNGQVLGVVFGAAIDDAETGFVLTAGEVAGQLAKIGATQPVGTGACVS
# DUSP3 inh = DUSP3 (human) phosphatase inhibition; recombinant VHR phosphatase, pNPP absorbance; inhibition, % at 13.3 µM; actives 0.52% (n = 290,000); AID 1654; in the data active = inhibition above about 50%; also: some compounds called inactive have numbers as strong as hits
# Target sequence (P51452 whole entry, looked up): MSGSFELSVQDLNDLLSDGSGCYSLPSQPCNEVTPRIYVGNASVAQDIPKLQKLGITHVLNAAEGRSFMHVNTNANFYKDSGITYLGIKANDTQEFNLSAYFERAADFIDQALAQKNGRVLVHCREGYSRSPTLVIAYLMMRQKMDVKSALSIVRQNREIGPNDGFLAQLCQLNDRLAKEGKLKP
# BoNT-F LC inh = inhibitors of Botulinum neurotoxin F light chain protease. Multiplex microsphere protease cleavage assay, flow cytometry. inhibition, % at 10 µM. actives 0.22% (n = 360,000). AID 588497; in the data active = inhibition above about 35%, passing the limit was not always enough; inconclusive = no clear call, values can overlap the other calls; also: plate controls were buffer without enzyme for full effect and enzyme alone for no effect
# * marks the source's active call; other numbers are inactive results; ? = inconclusive; · = no result given. Rule as the data show it, unless noted: active = inhibition above about 30%; inconclusive = no clear call, values can overlap the other calls; inactive = below that. These rows are one share of the data, so the mix of outcomes need not match the whole.
SMILES,PrPC TRFRET,CCHFV vOTU inh,MazEF act,3CLpro inhibitor,BoNT A protease,Anthrax LF prot,PriA SSB inh,Rv3671c protease,DUSP3 inh,BoNT-F LC inh
O=C(O)Cc1sc(Nc2ccccc2)nc1-c1ccc(Cl)cc1,-7,20,1,0,-1.5,-10,0,4,24,-6
CC1CCCN(c2ccc(C(=O)Nc3nnc(C4CC4)s3)cc2[N+](=O)[O-])C1 (centres undefined),1,8,4,-2,0.0,-1,-4,4,1,-4
O=C(Nc1cnccn1)Nc1ccccc1Cl,9,1,3,3,0.5,0,-16,-10,6,4
CN(CC(O)CN)CC(O)CN1CCCCC1 (centres undefined),-1,-16,0,-3,0.0,-4,-4,9,-6,1
Cc1cc(C)cc(C(=O)/C=C2\NC(=O)CS2)c1,0,5,-22,0,-0.1,-6,-18,-19,12,0
Cc1ccc(S(=O)(=O)NCCC(=O)N2CCCC(C)C2)cc1 (centres undefined),2,-7,8,·,4.5,-4,-5,0,·,0
CC(NC(=O)C(C(=O)c1cccc([N+](=O)[O-])c1)n1cc(Cl)ccc1=O)c1ccccc1 (centres undefined),-8,15,0,-1,0.0,-1,0,1,0,-2
COc1ccc(N(CC(=O)NC2CC3CCC2C3)S(=O)(=O)c2ccc(C)c([N+](=O)[O-])c2)cc1 (centres undefined),2,-3,7,3,-0.7,0,-2,-15,27,7
COc1ccc(C(CCNCc2ccc(N(C)C)cc2)c2ccccc2OC)cc1 (centres undefined),-8,-2,21,0,-0.5,0,88,·,13,-23
Cc1cccc(NC(=S)NCCc2ccccn2)c1,0,-4,3,1,-0.8,6,0,-4,-15,-4
Cc1ccc(C(=O)Nc2scc(-c3ccccc3)c2C(=O)O)cc1,-1,7,0,·,5.0,11,0,0,·,36*
CCCc1cc(=O)oc2cc3oc(C)c(C)c3cc12,0,-4,2,1,-0.1,-17,-17,-2,29,5
Cc1ccc2nc(-c3ccc(O)cc3)oc2c1,1,-12,5,1,1.1,-3,-4,-6,13,3
Cn1cncc1C#Cc1ccc2cc(CCCO)oc(=O)c2c1,-5,-16,7,·,0.6,-4,-22,10,·,3
CCOc1ccc(N(CC(=O)NC2CC3CCC2C3)S(=O)(=O)c2ccc(C)cc2)cc1 (centres undefined),0,20,3,9,4.4,-6,-16,-3,14,5
COc1ccccc1C1NC(c2ccccc2OC)C(C)C(=O)C1C (centres undefined),2,7,-3,5,-0.5,1,-6,-2,25,4
Cc1ccc(CN2CCN(Cc3cn(C(C)C)c4ccccc34)CC2CCO)o1 (centres undefined),2,2,12,6,-0.4,-3,0,8,16,-2
COC(=O)c1ccc(C)c(NC(=O)CCSc2ccc(Cl)cc2)c1,9,5,-2,7,0.2,1,-6,-1,10,-14
COc1ccc(CC(=O)Nc2nc(-c3cccnc3)cs2)cc1,8,-2,2,-2,0.6,-4,-10,-12,-6,-6
CC1(C)Cc2c(c(-c3ccco3)nc3n[nH]c(N)c23)CO1,-7,5,0,0,0.5,-2,6,-5,11,5
COc1cccc(NC(=S)NNC(=O)C(C)n2nc(C)c([N+](=O)[O-])c2C)c1 (centres undefined),1,0,1,-5,-0.3,-5,6,5,40,2
COc1ccc(C(=O)Nc2ccccc2C(=O)NCc2ccco2)cc1OC,0,-2,-11,2,?,?,4,-5,-9,1
Cn1c(SCc2nc(-c3ccc(Cl)cc3)no2)nnc1-c1cccs1,-1,-9,-9,2,2.2,-2,3,1,19,1
CCS(=O)(=O)N1CCCC(C(=O)NCCc2ccc(C)cc2)C1 (centres undefined),4,1,2,-6,-1.3,-4,3,3,37,-5
Cc1cccc(-n2c(SCC(=O)N3CC(=O)Nc4ccccc43)nc3ccccc3c2=O)c1,3,8,-11,4,0.7,-2,-2,8,15,-1
O=C(/C=C/c1cnc2ccccc2n1)NC12CC3CC(CC(C3)C1)C2,-9,-1,-12,3,0.7,3,-4,-5,13,-7
CC1CN(C(=O)Cn2c(C(F)(F)F)nc3ccccc32)CC(C)O1 (centres undefined),3,16,-14,-4,-1.4,-1,-17,3,-24,?
COCC(C)N1C(=O)Cc2c1nc(N)c1c(N)nc(N3CCN(c4ccccc4F)CC3)c(C#N)c21 (centres undefined),-4,2,10,2,0.6,2,-3,0,-15,5
COc1ccc(NC(=S)N2CCN(c3ccc([N+](=O)[O-])cc3)CC2)cc1OC,-19,9,5,1,-0.2,-1,-10,8,1,-3
CN(Cc1nccs1)C(=O)c1ccc(OC2CCN(Cc3ccccn3)CC2)cc1,-6,-2,1,5,-1.3,3,-16,-1,27,0
CCc1nccn1CCC(=O)NC1CC(C)(C)Cc2c1cnn2-c1cccc(F)c1 (centres undefined),-2,19,2,2,-2.0,-4,-13,3,0,-4
CN(C)Cc1c(C(=O)N/N=C/c2ccc(-c3ccccc3)cc2)nnn1-c1nonc1N,-3,1,0,7,-1.1,-2,·,-3,18,-3
CC(=O)Nc1ccc(NC(=O)C(C)OC(=O)C2CCCCC2)cc1 (centres undefined),-5,1,9,·,2.5,2,-14,2,·,-2
COCCCN(C(=O)c1ccc(N2CCCC2=O)cc1)c1c(N)n(Cc2ccccc2)c(=O)[nH]c1=O,0,10,-4,·,0.8,-1,-6,-10,·,18
COCCCN(C(=S)Nc1cccc(Cl)c1)C(C)c1ccncc1 (centres undefined),6,-3,4,1,-1.0,2,-4,2,5,-6
COc1ccc(NC(=O)CCc2nc3ccccc3[nH]2)cc1,·,·,5,3,-1.2,-12,-8,-5,-17,-3
Cc1ccc(Cc2c(-c3ccco3)nc3c(C)cc(Br)cn23)cc1,37*,11,·,·,2.0,-4,·,·,·,-4
c1ccc2c(c1)CC1(CCCC1)N=C2N1CCOCC1,7,-3,16,4,-1.5,2,4,7,21,0
CCOC(=O)C1CCCN(C(=O)C2CCN(C(=O)Nc3ccccc3)CC2)C1 (centres undefined),-4,5,1,·,3.0,0,-4,9,·,5
COc1ccc(N2CC(C(=O)Nc3ccc(S(=O)(=O)Nc4nccs4)cc3)CC2=O)cc1 (centres undefined),-3,0,4,1,-1.6,5,1,12,-23,-7
Cc1c(CN2CCC(n3nccc3NC(=O)C3CCOC3)CC2)[nH]c2ccccc12 (centres undefined),0,3,-2,2,1.1,-3,9,·,11,8
Fc1ccc2nc(Nc3nc4c(F)cc(F)cc4s3)sc2c1,12,-4,15,-2,0.2,2,-31,-11,18,1
CCC(=O)NC(NC(=S)Nc1c(C)n(C)n(-c2ccccc2)c1=O)C(Cl)(Cl)Cl (centres undefined),5,4,-3,1,1.0,0,7,12,28,21
Nc1nc(-c2ccco2)nn1C(=O)c1ccc([N+](=O)[O-])cc1,1,-4,9,2,0.1,-8,-8,-9,10,-8
COc1ccc(NC(=O)c2cc3ccccc3o2)cn1,7,12,10,-4,-0.5,5,0,6,7,7
CCN(CC)S(=O)(=O)c1csc(C(=O)NCc2ccccc2)c1,8,-12,-8,-3,0.5,3,-7,7,15,-3
CCOc1ccc(S(=O)(=O)Nc2nc3ccccc3nc2-n2ccc(=NC(=O)c3ccccc3C)cc2)cc1,-1,1,-74,3,1.1,-2,-5,-14,4,?
O=[N+]([O-])c1cccc(CN2CCN(Cc3ccc(Br)cc3)CC2)c1,2,-5,-5,-3,0.4,0,-8,9,22,8
c1ccc2c(Nc3ccc4c(c3)OCCO4)c3c(nc2c1)CCCC3,17,7,10,1,-0.4,-2,15,7,-5,-11
CCCN(CCC)C(=O)C1CCCN(S(=O)(=O)c2ccc3c(c2)oc(=O)n3C)C1 (centres undefined),6,-12,11,-3,1.1,3,2,5,13,3
COC(=O)c1ccn(CSc2cc(Cl)ccc2Cl)n1,7,7,-1,·,-1.4,-1,-10,-11,·,-13
COc1ccccc1C(=O)NCC(=O)N/N=C(\C)Cc1ccccc1,-5,-9,3,2,-0.5,0,·,-3,-13,-7
Cc1cc(NC(=O)CCC(=O)N(CC(C)C)C(C(=O)NC(C)(C)C)c2ccccc2Cl)no1 (centres undefined),-4,15,7,-1,-1.5,-2,-6,0,17,-12
Cc1cccc(CCNC(=O)CCNS(=O)(=O)c2cc(Br)cnc2N)c1,-1,-6,3,-4,2.7,0,-7,-6,-9,8
CC(=O)Nc1ccccc1C(=O)OCc1ccc(F)cc1,1,-9,-6,7,-0.9,-9,-18,-4,30,6
CC(=O)c1cccc(NC(=O)N2CCCC2C(=O)Nc2cc(C)ccc2C)c1 (centres undefined),-4,11,1,-2,0.2,-1,8,4,-4,-5
O=C(Nc1ccccc1)C(=O)Nc1ccccn1,9,18,4,6,-0.6,-4,4,10,18,-4
CCc1c(C(=O)Nc2ccccc2)c(C)[nH]c(=S)c1C#N,-6,-4,0,2,1.7,-1,-16,-18,12,6

# Reformatted bar-delimited: entries from further up.
compound | PrPC TRFRET | CCHFV vOTU inh | MazEF act | 3CLpro inhibitor | BoNT A protease | Anthrax LF prot | PriA SSB inh | Rv3671c protease | DUSP3 inh | BoNT-F LC inh
Cc1cc(NC(=O)CCC(=O)N(CC(C)C)C(C(=O)NC(C)(C)C)c2ccccc2Cl)no1 (centres undefined) | -4 | 15 | 7 | -1 | -1.5 | -2 | -6 | 0 | 17 | -12
CCCN(CCC)C(=O)C1CCCN(S(=O)(=O)c2ccc3c(c2)oc(=O)n3C)C1 (centres undefined) | 6 | -12 | 11 | -3 | 1.1 | 3 | 2 | 5 | 13 | 3
CC(=O)c1cccc(NC(=O)N2CCCC2C(=O)Nc2cc(C)ccc2C)c1 (centres undefined) | -4 | 11 | 1 | -2 | 0.2 | -1 | 8 | 4 | -4 | -5
CCN(CC)S(=O)(=O)c1csc(C(=O)NCc2ccccc2)c1 | 8 | -12 | -8 | -3 | 0.5 | 3 | -7 | 7 | 15 | -3
COc1ccccc1C(=O)NCC(=O)N/N=C(\C)Cc1ccccc1 | -5 | -9 | 3 | 2 | -0.5 | 0 | · | -3 | -13 | -7
Cc1cccc(CCNC(=O)CCNS(=O)(=O)c2cc(Br)cnc2N)c1 | -1 | -6 | 3 | -4 | 2.7 | 0 | -7 | -6 | -9 | 8
O=[N+]([O-])c1cccc(CN2CCN(Cc3ccc(Br)cc3)CC2)c1 | 2 | -5 | -5 | -3 | 0.4 | 0 | -8 | 9 | 22 | 8
